Xi reactivation: X-chromosome reactivation activator; 360,000 tested, 0.055% active; AID 743238; activation, % at 7.58 µM; XiGFP mouse fibroblasts, % GFP-positive cells imaging, 3 d; cells co-treated with 5-aza-dC sensitizer; scaled so ellipticine positive control = 100%;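 active = mean normalized replicate activation at least 10% and every replicate at or above 10%; inconclusive = only one of the two criteria met; inactive = mean below 10% and not all replicates reach 10%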;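 also: 0% = median of on-plate neutral control wells and 100% = ellipticine 6 µM median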
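Material: XiGFP fibroblasts, SV40-immortalized. Buffer or medium: DMEM plus 5-aza-dC sensitizer. Compound: single concentration per compound, delivered by pin transfer. Times: 3 days compound exposure. Controls: ellipticine 6 µM.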
ARNT-TACC3 inh: disrupts binding between human ARNT and TACC3; Q9Y6A5; AlphaScreen His-ARNT PAS-B/GST-TACC3 binding, luminescence; TACC3 fragment carries E629A point mutation; inhibition, % at 9.99 µM; 390,000 tested, 0.66% active; AID 623870;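 active = mean inhibition of replicates at least 50% and at least half of replicates each reaching 50%; inconclusive = half or more replicates reach 50% but mean below 50%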;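 also: 0% = complete ARNT plus TACC3 wells and 100% = ARNT alone without TACC3; many hits fall short of the cut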
CFTR F508del cor: CFTR F508del correction in bronchial cells; CFBE cells, YFP halide quenching; stimulated with forskolin plus potentiator P3; % fluorescence drop versus neutral controls; activity (quench increase), % at 7.58 µM; 350,000 tested, 0.36% active; AID 720511;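 active = mean added fluorescence quench of at least 8% versus neutral control, with both replicates also reaching 8%; inconclusive = only one of the mean or replicate conditions met; inactive = mean below 8% and not both replicates reaching 8%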;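 also: cells transiently co-express mutant CFTR-F508del with the halide-sensitive YFP; corrector assay measuring rescue of mutant channel to the surface after 24 h compound exposure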
DENV2 CPE: DENV2-induced cell death inhibition | DENV2-infected cells, cytopathic effect rescue, plate reader | CPE inhibition, % at 9.99 µM | 350,000 tested, 1.7% active | AID 651640; in the data active = CPE inhibition above about 20%, passing the limit was not always enough; inconclusive = no clear call, values can overlap the other calls; tested in BHK-21 cells;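 also: 0% = median of neutral control wells and 100% = median of positive control wells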
ERp5 block: inhibitors of human ERp5; Q15084; ERp5 insulin aggregation, absorbance 650 nm, 90 min; inhibition, % at 9.99 µM; 350,000 tested, 0.05% active;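 active = mean replicate inhibition above about 25%, with every replicate also reaching it, limit read from the data, passing the limit was not always enough; inconclusive = only one of those two criteria met; inactive = neither criterion met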
Target sequence (Q15084 whole entry, looked up): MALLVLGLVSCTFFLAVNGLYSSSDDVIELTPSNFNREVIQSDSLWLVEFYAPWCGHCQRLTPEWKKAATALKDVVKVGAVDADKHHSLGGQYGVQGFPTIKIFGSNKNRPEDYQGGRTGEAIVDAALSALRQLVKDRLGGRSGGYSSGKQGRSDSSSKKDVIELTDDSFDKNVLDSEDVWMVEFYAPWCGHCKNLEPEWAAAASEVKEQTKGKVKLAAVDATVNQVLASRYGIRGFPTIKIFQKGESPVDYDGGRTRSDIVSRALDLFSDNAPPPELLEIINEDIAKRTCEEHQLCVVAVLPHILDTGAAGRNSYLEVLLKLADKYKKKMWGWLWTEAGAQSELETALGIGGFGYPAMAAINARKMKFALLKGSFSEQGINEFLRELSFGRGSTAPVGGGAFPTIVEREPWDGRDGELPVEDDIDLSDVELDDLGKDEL
PAX8 inh HTS: PAX8 transcriptional activity inhibition; RMG-I TPO-luciferase reporter, SteadyGlo, 24 h; inhibition, % at 12.6 µM; 360,000 tested, 1.2% active; AID 652154;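 active = mean replicate inhibition at least 60% with every replicate also reaching 60%; inconclusive = only one of the two criteria is met; inactive = mean below 60% and not all replicates reaching 60%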;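 also: luciferase light reporting Pax8 driven TPO promoter activity; plate controls were median of neutral control wells for no effect and mitoxantrone controls for full effect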
GSIS activator: GLuc luminescence reporter in INS-1E cells, primary screen for activators of glucose-dependent secretion of insulin; INS-1E GLuc reporter insulin secretion, 2-3 h; activation, % at 16.6 µM; 370,000 tested, 0.61% active; AID 743287;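 active = lowest replicate activation of at least 40%, so every replicate reaches that level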;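 also: 0% = median of neutral control wells and 100% = median of IBMX positive control wells; some compounds called inactive have numbers as strong as hits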
EWS-Fli block: blocks EWS/Fli oncoprotein-driven transcription; 350,000 tested, 0.67% active; inhibition, % at 12.6 µM; A673 NR0B1-luciferase reporter, viability-normalised;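 active = mean inhibition of at least 50% after viability correction, with every replicate also passing that limit; inconclusive = mean reaches 50% but only one of two replicates passes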;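 also: firefly luciferase signal divided by Alamar Blue viability fluorescence both relative to DMSO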
An asterisk follows results filed as active; ? = inconclusive; / = not tested or not shown.

Molecule,GSIS activator,ERp5 block,Xi reactivation,DENV2 CPE,ARNT-TACC3 inh,CFTR F508del cor,EWS-Fli block,PAX8 inh HTS
COc1cccc(/C=N/Nc2nc3ccccc3n3cnnc23)c1O,/,-2,-0.1,4,85*,/,-23,-9
Nn1c(Cc2ccccc2F)n[nH]c1=S,-7,-3,0.2,0,-6,0.8,-6,-16
CSc1ccccc1OCc1cc(C(=O)N(C)C(C)c2ccccn2)no1 (stereo not drawn),7,-6,0.1,-3,1,-0.1,0,-9
Cc1ccccc1C(=O)Nc1ccnn1C1CCN(Cc2c(C)n(C)c3ccccc23)CC1,-15,-2,0.1,-3,15,0.8,15,9
Cc1ccc(OCCSc2nc3ccccc3n2CC(=O)O)cc1,/,2,-0.2,-1,-3,/,-2,34
CC(C)(C)OC(=O)N1CCC(C(=O)Nc2cccc(C(=O)NCCc3ccccc3)c2)CC1,-33,-1,0.1,5,-1,-0.5,-27,-84
CC(C)N(C(=O)Cn1cc(S(=O)(=O)CC(=O)Nc2ccccc2)c2ccccc21)C(C)C,-24,-2,0.1,7,-1,-2.9,4,/
O=C(N[C@@H]1CC[C@H](CCNC(=O)C2CCOCC2)O[C@@H]1CO)c1ccncc1,11,4,0.1,2,9,0.5,5,8
O=C(Cc1cccnc1)N1CC2(C1)[C@@H](c1ccccc1)[C@@H](CO)N2C(=O)C1CCCC1,-21,-1,0.0,2,/,-1.9,-3,-20
CCCCCCCCCCOC(=O)Cn1c(COc2ccccc2OC)[n+](C)c2ccccc21,179*,-4,0.2,-14,3,-3.1,57*,70*
N#Cc1c2n(c3c(N)ncnc13)CCCCC2,/,6,0.0,1,-4,1.1,24,-21
COc1ccc(CNC(=O)C(c2ccncc2)N(C(=O)Cc2cccs2)c2ccccc2)cc1 (stereo not drawn),-21,3,0.0,15,/,/,5,7
CN(Cc1ccc(C(F)(F)F)cc1)C(=O)c1ccc(Oc2ccccc2)cc1,2,2,0.0,1,-8,0.1,2,-47
COc1ccc(COC(=O)C2=C(C)NC(=O)NC2c2ccc(O)cc2)cc1 (stereo not drawn),28,1,-0.1,?,4,1.5,-1,32
CCCC(=O)Nc1ccc2c(c1)C(=O)N(C)C[C@@H](OC)[C@H](C)CN(C(C)=O)[C@@H](C)CO2,0,1,-0.1,-12,24,3.9,-1,/

Going on with the list:
Molecule,GSIS activator,ERp5 block,Xi reactivation,DENV2 CPE,ARNT-TACC3 inh,CFTR F508del cor,EWS-Fli block,PAX8 inh HTS
COc1ccc(C2=Nc3ccccc3NC(=O)C2N(CCc2ccccc2)C(=O)c2cccs2)cc1 (stereo not drawn),-7,-2,0.2,-12,/,-4.2,-36,-24
O=C(NN=C1CCCC1)c1cccc(Br)c1,7,0,0.0,-3,-4,1.6,5,5
CCOc1cccc(C(=O)NC2=NCCS2)c1,7,-2,0.2,0,0,-2.1,-3,-77
CC(=O)N1N=C(c2ccc(C)cc2)CC1c1ccc2c(c1)OCO2 (stereo not drawn),4,3,0.0,-13,3,-2.8,-108,-144
CO[C@@H]1CN(C)C(=O)c2cc(NS(=O)(=O)c3cccc(F)c3)ccc2OC[C@H](C)N(C(=O)Cc2cccnc2)C[C@H]1C,11,4,0.0,3,-1,0.8,1,0
Cc1ccc(NC(=S)N2CCC(C(=O)c3ccc(F)cc3)CC2)cc1C,-21,3,0.2,-1,1,-3.0,4,2
C/C=C/c1ccccc1[C@H]1[C@@H](CO)N(C(=O)NC2CCCCC2)[C@H]1C#N,-7,-1,0.0,2,/,-2.0,-3,/
O=C(COc1cccc2ccccc12)Nc1cc(Cl)ccc1C(=O)O,11,0,-0.1,1,-4,-2.2,-36,10
Cc1c(NS(=O)(=O)c2cccc(C(=O)Nc3cccc(F)c3)c2)c(=O)n(-c2ccccc2)n1C,-8,-4,0.0,1,-6,1.9,-3,16
CN(C)C(=O)C[C@@H]1CC[C@@H](NC(=O)c2ccc(F)cc2)[C@@H](CO)O1,8,0,0.5,7,3,3.4,-12,9
C[C@@H]1CN([C@H](C)CO)C(=O)c2cccc(NC(=O)Nc3ccc(C(F)(F)F)cc3)c2O[C@@H]1CN(C)C(=O)Nc1cccc2ccccc12,-9,1,-0.4,12,4,2.1,1,/
CC(=O)c1c(C)[nH]c(C(=O)Nc2ccc(C)c(S(=O)(=O)Nc3ccc(C)cc3C)c2)c1C,-6,5,0.0,-1,-5,0.9,10,31
Cc1cccc(NC(=O)C(=O)NCc2ccc3c(c2)OCO3)c1C,-8,2,-1.1,-3,-6,0.0,-1,-18
O=C(C[C@@H]1CC[C@@H](NC(=O)NC2CCCCC2)[C@H](CO)O1)NCc1ccc(F)cc1,-6,6,0.0,3,3,-1.7,-2,8
COC(=O)c1ccc(CNS(=O)(=O)c2ccc3ccccc3c2)cc1,13,0,0.2,12,-10,-2.2,-4,15

(listing goes on)
Molecule,GSIS activator,ERp5 block,Xi reactivation,DENV2 CPE,ARNT-TACC3 inh,CFTR F508del cor,EWS-Fli block,PAX8 inh HTS
COc1ccccc1NC(=O)c1sc2ncn(CC(=O)N3CCC(C)CC3)c(=O)c2c1C,15,5,-0.1,3,-1,-3.1,/,7
CN(C)C(=O)C[C@H]1CC[C@@H](NC(=O)c2ccc(F)cc2)[C@H](CO)O1,13,-3,0.1,4,-8,-1.4,2,3
O=C(Nc1ccc([N+](=O)[O-])cc1)c1cccc(S(=O)(=O)Nc2ccccn2)c1,-10,6,0.1,-1,/,0.4,1,3
Cc1ccnc(NC(c2ccccc2O)c2oc(CO)cc(=O)c2O)c1 (stereo not drawn),-2,-11,0.1,-1,9,-0.8,5,10
O=C(Nc1ccccc1)Nc1nnc([C@H]2C[C@H](O)[C@@H](CO)O2)s1,-6,2,-0.1,8,/,0.9,-51,-14
CCN(C[C@H]1N[C@@](CC)(C(=O)OC)[C@H]2C(=O)N(Cc3ccccc3)C(=O)[C@@H]12)S(=O)(=O)c1ccc(C)cc1,-7,-2,0.1,-1,-1,-2.3,7,14
CCOc1ccc(S(=O)(=O)N2CCCCC2)cc1NC(=O)CN1CCCC1c1cccs1 (stereo not drawn),-5,6,0.0,0,/,-14,30,29
O=C(CCS(=O)(=O)c1ccccc1)Nc1ccccc1F,-4,-4,0.5,/,-6,-2.5,-11,-32
CN1c2ccc(-c3cccc(C#N)c3)cc2[C@@H]2[C@@H](CCN2S(=O)(=O)c2ccc(F)cc2)[C@@H]1CO,-2,-1,0.1,20,1,3.4,6,1
C[C@@H]1CN([C@H](C)CO)C(=O)c2cc(N(C)C)ccc2O[C@H]1CN(C)S(=O)(=O)c1ccc(F)cc1,1,-1,-0.5,0,2,0.6,11,4
O=c1[nH]c(/C=C/c2cccc(Br)c2)nc2ccccc12,/,/,0.0,4,-12,-0.4,-38,-116
C[C@H]1CN([C@@H](C)CO)C(=O)c2cccc(NS(=O)(=O)c3ccc(Cl)cc3)c2O[C@H]1CN(C)CC1CCCCC1,-13,3,0.3,-3,-3,2.1,-9,2
CC(C)(C)C(O)C(Cc1ccccc1Cl)n1cncn1 (stereo not drawn),15,0,0.2,3,0,2.9,1,-3
O=C(c1cccnc1)N1C[C@@H]2[C@H](c3ccccc31)[C@@H](CO)N2C(=O)C1CC1,31,1,0.0,-1,-2,0.9,-3,1
O=C(Nc1cccc(C(=O)NC2CCCCC2)c1)c1ccccc1,1,8,-0.1,3,/,-1.5,-10,2

Arranged by value in GSIS activator (low to high): three from the list above
structure	GSIS activator
C[C@H]1CN([C@@H](C)CO)C(=O)c2cccc(NS(=O)(=O)c3ccc(Cl)cc3)c2O[C@H]1CN(C)CC1CCCCC1	-13
O=C(Nc1ccccc1)Nc1nnc([C@H]2C[C@H](O)[C@@H](CO)O2)s1	-6
O=C(CCS(=O)(=O)c1ccccc1)Nc1ccccc1F	-4

(list continues)
Molecule,GSIS activator,ERp5 block,Xi reactivation,DENV2 CPE,ARNT-TACC3 inh,CFTR F508del cor,EWS-Fli block,PAX8 inh HTS
Cn1cc(CNC(=O)C2CCC(=O)N(Cc3ccc(Cl)cc3)C2)cn1 (stereo not drawn),13,-3,-0.2,-7,-2,-1.0,/,-21
Cc1ccc2c(c1)C(=O)CC1(CCCC1)O2,6,1,0.1,-5,-2,-2.9,2,-15
CCn1cc(-c2cc(C(=O)O)on2)c(C)n1,-22,6,0.0,7,/,1.4,-13,-3
COc1ccc([C@@H]2C[C@H]3[C@@H](CN2S(=O)(=O)c2ccccc2)C(=O)C[C@@H](c2ccc(C)cc2)N3S(=O)(=O)c2ccc(C)cc2)cc1,13,0,-0.1,7,/,-0.7,2,-12
COCCN(Cc1cc2cc(C)c(C)cc2nc1Cl)C(=O)Nc1ccccc1,15,-1,/,-6,-3,4.7,-1,/
CCN(CC)C(=O)c1ccc2c(c1)nnn2C,-7,6,0.0,-7,-8,/,2,17
O=C(Oc1ccccc1)N(c1ccccc1)c1ccccc1,/,0,0.0,-1,/,-0.6,5,12
C/C(=N\NC(=O)c1c(Br)c(C)nn1C)c1ccc(NC(=O)c2ccoc2C)cc1,-12,?,0.0,-7,1,-2.0,-9,-86
CC(=O)Oc1ccc(OC(C)=O)c(SCCCCCCl)c1,4,4,0.2,-1,5,0.2,54*,15
COc1cc(NC(=O)c2ccc(F)cc2)c(OC)cc1NC(=O)CN1CCCCC1,6,-10,0.2,-3,4,0.6,-8,23
COc1ccc(OCc2cc(C(=O)N(C)Cc3cc(C4CC4)n[nH]3)no2)c(Cl)c1,9,1,0.1,-1,5,-0.1,-79,-118
C[C@H]1CN([C@@H](C)CO)C(=O)Cc2cc(NC(=O)Cc3ccccc3)ccc2O[C@@H]1CN(C)S(=O)(=O)c1ccc(F)cc1,-4,-2,0.1,-8,2,-2.8,2,-1
COc1cc(CCC(=O)OCC(=O)Nc2cc(S(=O)(=O)N3CCOCC3)ccc2Cl)cc(OC)c1OC,4,0,0.3,7,26,1.4,-3,10
O=C(CCC(=O)Nc1ccc(F)cc1)N/N=C/c1c[nH]c2ccccc12,-27,4,0.0,-3,/,/,17,24
CCCCSc1nnc(CSc2nc3nc(C)cc(C)n3n2)o1,26,-4,/,-3,-8,0.5,8,/

(listing goes on)
Molecule,GSIS activator,ERp5 block,Xi reactivation,DENV2 CPE,ARNT-TACC3 inh,CFTR F508del cor,EWS-Fli block,PAX8 inh HTS
C=CCN1C(=O)c2n[nH]c(COC)c2C1c1ccc2c(c1)OCO2 (stereo not drawn),15,2,0.3,-8,/,-1.7,-12,-6
CCCC(C(=O)Nc1ccc(S(=O)(=O)Nc2ncccn2)cc1)c1ccccc1 (stereo not drawn),-3,5,0.0,-2,-1,-0.7,7,2
COC(=O)c1c(NC(=O)c2ccoc2C)sc(C)c1C,10,-3,0.2,-3,-4,1.3,/,25
COCCn1cnc2c1c(=O)n(Cc1ccccc1C#N)c(=O)n2Cc1ccccc1,2,-2,0.0,3,-1,-0.3,9,16
CN(C)S(=O)(=O)c1cccc(C(=O)N2CCN(S(=O)(=O)c3ccc4c(c3)OCCO4)CC2)c1,/,-6,0.1,-7,/,1.1,5,-4
O=C(C[C@H]1CC[C@@H](NC(=O)c2ccccc2)[C@@H](CO)O1)NCc1ccncn1,-8,-3,0.4,-9,-6,4.2,-1,-11
Cc1ccc(C(=O)OCC(=O)c2c[nH]c3ccccc23)cc1S(=O)(=O)N1CCOCC1,-13,-1,0.0,18,-2,1.0,7,33
COc1cc(C(=O)Nc2ccc3c(c2)nc(C)n3C)cc(OC)c1OC,14,1,0.1,-2,-2,-1.9,17,-1

Screens from PubChem BioAssay.
